Source: PubChem BioAssay (The Scripps Research Institute Molecular Screening Center)
IDE cell activ – human IDE activators in live cells, primary screen, fluorescence polarization, HEK cells, FAbeta-B substrate. activation, % at 5.96 µM. 0.073% of 340,000 active. FAbeta-B cleavage; 0% vehicle, 100% cell-free pure enzyme wells. AID 493087, 2011;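 active = activation above the mean of all tested compounds plus 3 SD, set per screening campaign, cut at about 17% in these data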
Target sequence (P14735 whole entry, looked up): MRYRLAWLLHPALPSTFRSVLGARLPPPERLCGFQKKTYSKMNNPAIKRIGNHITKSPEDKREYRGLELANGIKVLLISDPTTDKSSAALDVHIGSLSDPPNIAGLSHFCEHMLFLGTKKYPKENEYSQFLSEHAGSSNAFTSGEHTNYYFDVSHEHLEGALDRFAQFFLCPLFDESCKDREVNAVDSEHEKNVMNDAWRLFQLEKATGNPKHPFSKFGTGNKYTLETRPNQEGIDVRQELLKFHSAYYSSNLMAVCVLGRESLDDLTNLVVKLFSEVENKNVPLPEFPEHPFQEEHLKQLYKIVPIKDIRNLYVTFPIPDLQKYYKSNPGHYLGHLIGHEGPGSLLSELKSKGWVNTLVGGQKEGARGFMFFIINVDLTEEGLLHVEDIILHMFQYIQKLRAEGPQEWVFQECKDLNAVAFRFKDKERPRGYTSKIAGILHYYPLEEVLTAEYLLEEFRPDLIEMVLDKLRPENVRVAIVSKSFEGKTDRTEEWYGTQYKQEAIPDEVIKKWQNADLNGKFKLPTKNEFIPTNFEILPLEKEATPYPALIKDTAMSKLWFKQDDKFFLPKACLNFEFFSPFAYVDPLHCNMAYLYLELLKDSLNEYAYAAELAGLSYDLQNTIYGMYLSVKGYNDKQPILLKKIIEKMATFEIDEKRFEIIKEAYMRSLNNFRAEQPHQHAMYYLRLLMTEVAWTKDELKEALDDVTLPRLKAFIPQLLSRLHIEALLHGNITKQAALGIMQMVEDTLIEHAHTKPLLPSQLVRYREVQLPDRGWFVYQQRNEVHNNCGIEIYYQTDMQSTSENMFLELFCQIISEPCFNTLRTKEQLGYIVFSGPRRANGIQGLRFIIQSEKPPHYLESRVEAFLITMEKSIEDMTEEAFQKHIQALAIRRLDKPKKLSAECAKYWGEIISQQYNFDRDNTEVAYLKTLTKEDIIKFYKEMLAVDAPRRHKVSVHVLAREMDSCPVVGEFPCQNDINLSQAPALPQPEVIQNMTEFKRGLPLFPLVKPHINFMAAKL
IDE inh – human IDE inhibitors in live cells, primary screen, fluorescence polarization, HEK cells, FAbetaB substrate; 0.41% of 320,000 active; FAbetaB cleavage; Insulin-degrading enzyme (Homo sapiens), P14735; inhibition, % at 5.59 µM; AID 434962, 2010;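 active = percent inhibition above the average of all tested compounds plus 3 SD, set per screening campaign, cut at about 16% in these data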;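 also: IDE supplied by intact live HEK cells; FP after avidin binding of uncleaved biotin substrate so inhibition keeps polarization high; 0% = DMSO wells and 100% = 60 µM reference IDE inhibitor Ii1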
Active calls of the source: *. These rows are one share of the data; count on the stated rates, not on these rows.

What do the screens show for `N#Cc1ccc(C(=O)OCC(=O)NC(=O)NC2CCCCC2)cc1`?
IDE cell activ: 3; IDE inh: 4

How did COc1ccc(CCNC(=O)COC(=O)c2ccc([N+](=O)[O-])o2)cc1 do in these assays?
IDE cell activ: 1; IDE inh: 2

How did COc1cccc(CNC(=O)COC(=O)c2ccc(Cl)s2)c1 do in these assays?
IDE cell activ: -6; IDE inh: 0

How did CC(NCC(=O)Nc1ccccc1C(=O)NC1CC1)c1ccc(F)cc1F (stereo unspecified) do in these assays?
IDE cell activ: -1; IDE inh: 2

Results for O=C(COc1ccc(S(=O)(=O)N2CCCC2)cc1[N+](=O)[O-])N1CCCC1 ?
IDE cell activ: -1; IDE inh: 0

Results for CCCCNC(=O)COn1nnc2ccc(S(=O)(=O)N3CCOCC3)cc21 ?
IDE cell activ: 1; IDE inh: 0

Results for COc1ccc(NC(=O)CN(C)C(=O)c2csc3c2CCCC3)cc1 ?
IDE cell activ: -2; IDE inh: 7

What do the screens show for `Cc1nnc(SCC(=O)Nc2ccc(N3CCOCC3)cc2)n1Cc1ccccc1`?
IDE cell activ: 7; IDE inh: -5

Results for CCc1noc(C)c1C(=O)NCCc1c[nH]c2ccccc12 ?
IDE cell activ: 1; IDE inh: 3

What do the screens show for `COC(=O)c1ccc(OCC(=O)NC2CCCCCCC2)cc1`?
IDE cell activ: 1; IDE inh: 3

What do the screens show for `CSc1ccc(Cl)c(C(=O)N2CCN(c3ncccn3)CC2)c1`?
IDE cell activ: 2; IDE inh: 1

How did O=C(/C=C/c1ccc(F)cc1)Nc1cccc(S(=O)(=O)N2CCOCC2)c1 do in these assays?
IDE cell activ: 4; IDE inh: 4

Results for CC(=O)Nc1sc(C)c(C)c1C(=O)OCC(=O)N(C)c1c(N)n(Cc2ccccc2)c(=O)[nH]c1=O ?
IDE cell activ: 2; IDE inh: -6

Results for CN(C)S(=O)(=O)c1ccc(C(=O)OCC(=O)c2csc(N3CCCCC3)n2)cc1 ?
IDE cell activ: 2; IDE inh: -3

Results for CN(C(=O)c1ccc(NC(=O)Cc2ccc(NC(=O)C3CCCN(C(=O)C4CC4)C3)cc2)cc1)C1CC1 (stereo unspecified) ?
IDE cell activ: 3; IDE inh: 2

As a working copy, part of the list above:
What do the screens show for `N#Cc1ccc(C(=O)OCC(=O)NC(=O)NC2CCCCC2)cc1`?
IDE cell activ: 3; IDE inh: 4

How did COc1ccc(CCNC(=O)COC(=O)c2ccc([N+](=O)[O-])o2)cc1 do in these assays?
IDE cell activ: 1; IDE inh: 2

How did COc1cccc(CNC(=O)COC(=O)c2ccc(Cl)s2)c1 do in these assays?
IDE cell activ: -6; IDE inh: 0

How did CC(NCC(=O)Nc1ccccc1C(=O)NC1CC1)c1ccc(F)cc1F (stereo unspecified) do in these assays?
IDE cell activ: -1; IDE inh: 2

Results for O=C(COc1ccc(S(=O)(=O)N2CCCC2)cc1[N+](=O)[O-])N1CCCC1 ?
IDE cell activ: -1; IDE inh: 0

Results for CCCCNC(=O)COn1nnc2ccc(S(=O)(=O)N3CCOCC3)cc21 ?
IDE cell activ: 1; IDE inh: 0

Results for COc1ccc(NC(=O)CN(C)C(=O)c2csc3c2CCCC3)cc1 ?
IDE cell activ: -2; IDE inh: 7

What do the screens show for `Cc1nnc(SCC(=O)Nc2ccc(N3CCOCC3)cc2)n1Cc1ccccc1`?
IDE cell activ: 7; IDE inh: -5

Results for CCc1noc(C)c1C(=O)NCCc1c[nH]c2ccccc12 ?
IDE cell activ: 1; IDE inh: 3

What do the screens show for `COC(=O)c1ccc(OCC(=O)NC2CCCCCCC2)cc1`?
IDE cell activ: 1; IDE inh: 3

What do the screens show for `CSc1ccc(Cl)c(C(=O)N2CCN(c3ncccn3)CC2)c1`?
IDE cell activ: 2; IDE inh: 1

How did O=C(/C=C/c1ccc(F)cc1)Nc1cccc(S(=O)(=O)N2CCOCC2)c1 do in these assays?
IDE cell activ: 4; IDE inh: 4

Results for CC(=O)Nc1sc(C)c(C)c1C(=O)OCC(=O)N(C)c1c(N)n(Cc2ccccc2)c(=O)[nH]c1=O ?
IDE cell activ: 2; IDE inh: -6

Results for CN(C)S(=O)(=O)c1ccc(C(=O)OCC(=O)c2csc(N3CCCCC3)n2)cc1 ?
IDE cell activ: 2; IDE inh: -3

Results for CN(C(=O)c1ccc(NC(=O)Cc2ccc(NC(=O)C3CCCN(C(=O)C4CC4)C3)cc2)cc1)C1CC1 (stereo unspecified) ?
IDE cell activ: 3; IDE inh: 2

Later entries
Results for COc1ccc(Cl)cc1NC(=O)CN(C)C(=O)c1cc(-c2cccs2)nn1-c1ccccc1 ?
IDE cell activ: 2; IDE inh: 7

Results for COc1ccc(NC(=O)CN(C)C(=O)c2ccc(COc3ccccc3)cc2)cc1 ?
IDE cell activ: 0; IDE inh: -1

Results for Cc1sc2ncnc(SCC(=O)N3CCCC(C(N)=O)C3)c2c1C (stereo unspecified) ?
IDE cell activ: 2; IDE inh: -2

What do the screens show for `COc1ccccc1NC(=O)C(C)OC(=O)C1COc2ccccc2O1` (stereo unspecified)?
IDE cell activ: 3; IDE inh: -1

What do the screens show for `Cc1cc(C(=O)Cn2cnc3cc(F)ccc3c2=O)c(C)n1C1CC1`?
IDE cell activ: 1; IDE inh: 3

How did COc1cc(C(=O)N[C@H](C(=O)OCC(=O)NC2CCCCCC2)C(C)C)cc(OC)c1OC do in these assays?
IDE cell activ: 2; IDE inh: 0

What do the screens show for `CCc1ccc(NC(=O)C(=O)NCC2CCCN2S(=O)(=O)c2cccs2)cc1` (stereo unspecified)?
IDE cell activ: -1; IDE inh: 4

Results for COc1ccc(CNC(=O)C2CCCC2)cc1 ?
IDE cell activ: 6; IDE inh: 0

Results for Cc1cc(C(=O)NNC(=O)c2cccc([N+](=O)[O-])c2)n[nH]1 ?
IDE cell activ: 1; IDE inh: -1

What do the screens show for `Cc1cccc(NC(=O)CN(CC2CCCO2)C(=O)c2oc3ccccc3c2C)c1C` (stereo unspecified)?
IDE cell activ: 3; IDE inh: 2

Results for CC(=O)N1CCN(C(=O)c2ccc(-c3cccc(C(F)(F)F)c3)o2)CC1 ?
IDE cell activ: -2; IDE inh: 1

What do the screens show for `Cc1ccc(C(C)C)c(OCC(=O)N2CCN(c3ncccn3)CC2)c1`?
IDE cell activ: 2; IDE inh: 0

Results for CCN(C[C@H]1N[C@@](C)(C(=O)OC)[C@H]2C(=O)N(C)C(=O)[C@@H]12)C(=O)Nc1ccc(OC)cc1 ?
IDE cell activ: 2; IDE inh: 4

What do the screens show for `COCC(=O)N(C)C[C@H]1N[C@@](C)(C(=O)OC)[C@H]2C(=O)N(Cc3ccccc3)C(=O)[C@@H]12`?
IDE cell activ: 2; IDE inh: 0

What do the screens show for `COc1ccc2c(c1)C(=O)Nc1cc(Cl)ccc1N2`?
IDE cell activ: 5; IDE inh: 7

What do the screens show for `CC(C#N)Sc1ccc(S(=O)(=O)N(C)C2CCCCC2)cn1` (stereo unspecified)?
IDE cell activ: 3; IDE inh: -1

How did Cc1cc(NC(=O)CSCC(=O)Nc2cccc(S(=O)(=O)N3CCCCCC3)c2)no1 do in these assays?
IDE cell activ: 3; IDE inh: -5

How did COc1cccc(NC(=S)NC(=O)Cc2ccccc2)c1 do in these assays?
IDE cell activ: 8; IDE inh: 9

Results for CCN(CC)S(=O)(=O)c1ccc(N2CCCC2)c(NC(=O)C2CSC3(C)CCC(=O)N23)c1 (stereo unspecified) ?
IDE cell activ: 3; IDE inh: -1

How did COc1cc(/C=C/C(=O)OCC(=O)NCC2CCCCC2)ccc1O do in these assays?
IDE cell activ: 3; IDE inh: 1

What do the screens show for `CN(C(=O)COc1ccc(Cl)cc1)C1(C)CCS(=O)(=O)C1` (stereo unspecified)?
IDE cell activ: 0; IDE inh: 2

Results for O=C(Cn1nc(-c2cccc(Cl)c2)ccc1=O)NCC1COCCO1 (stereo unspecified) ?
IDE cell activ: 3; IDE inh: 1

What do the screens show for `O=C(COC(=O)CNC(=O)c1ccc(Cl)cc1Cl)NNC(=O)c1ccccc1`?
IDE cell activ: 2; IDE inh: 5

How did O=C(COC(=O)c1cc(=O)[nH]c2ccccc12)Nc1ccc(Cl)cn1 do in these assays?
IDE cell activ: 4; IDE inh: 0

Results for CCCN(CC(=O)Nc1ccccc1C)C(=O)C1CCN(S(=O)(=O)c2ccccc2C(F)(F)F)CC1 ?
IDE cell activ: 0; IDE inh: 6

How did CN(/N=C/c1ccccc1)C(=S)c1ccccc1 do in these assays?
IDE cell activ: -6; IDE inh: 0

Results for CCOc1ccccc1N1CCN(C(=O)c2cccc(S(=O)(=O)N3CCOCC3)c2)CC1 ?
IDE cell activ: 2; IDE inh: 6

Results for COc1ccccc1C(=O)NCCC(=O)N(C)CC(=O)Nc1c(Cl)cccc1Cl ?
IDE cell activ: 5; IDE inh: -8

Results for Cc1cccc(NC(=O)COC(=O)c2n[nH]c3ccccc23)c1C ?
IDE cell activ: 6; IDE inh: 0

What do the screens show for `Nc1cccc(C#Cc2ccc3c(c2)C(=O)/C(=C/c2ccsc2)O3)c1`?
IDE cell activ: -1; IDE inh: -4

Results for CC1CCN(C(=O)c2[nH]cnc2C(=O)NCc2ccc(CNC(=O)OC(C)(C)C)cc2)CC1 ?
IDE cell activ: -18; IDE inh: 4

Results for O=C(COC(=O)c1ccc(Br)o1)NCCNC(=O)COC(=O)c1ccc(Br)o1 ?
IDE cell activ: 1; IDE inh: -3

How did O=C(COC(=O)c1cccc(Cl)c1)NC1CCCCCCC1 do in these assays?
IDE cell activ: 5; IDE inh: 0
